GPT2 inh – blocks human glutamate pyruvate transaminase 2; Q8TD30; Recombinant GPT2, coupled pyruvate oxidase/HRP Amplex Red fluorescence; actives 0.25% (n = 100,000); Potency, µM (top dose mostly 57.7 µM), for the others: at the top dose activity change, negative = inhibition, actives largely listed as inhibitors; further: potency means the concentration at half of the fitted maximal effect; nearly all actives have a fitted effect of over 60% in size; many of its hits are not listed in these tables
Target sequence (Q8TD30 whole entry, looked up): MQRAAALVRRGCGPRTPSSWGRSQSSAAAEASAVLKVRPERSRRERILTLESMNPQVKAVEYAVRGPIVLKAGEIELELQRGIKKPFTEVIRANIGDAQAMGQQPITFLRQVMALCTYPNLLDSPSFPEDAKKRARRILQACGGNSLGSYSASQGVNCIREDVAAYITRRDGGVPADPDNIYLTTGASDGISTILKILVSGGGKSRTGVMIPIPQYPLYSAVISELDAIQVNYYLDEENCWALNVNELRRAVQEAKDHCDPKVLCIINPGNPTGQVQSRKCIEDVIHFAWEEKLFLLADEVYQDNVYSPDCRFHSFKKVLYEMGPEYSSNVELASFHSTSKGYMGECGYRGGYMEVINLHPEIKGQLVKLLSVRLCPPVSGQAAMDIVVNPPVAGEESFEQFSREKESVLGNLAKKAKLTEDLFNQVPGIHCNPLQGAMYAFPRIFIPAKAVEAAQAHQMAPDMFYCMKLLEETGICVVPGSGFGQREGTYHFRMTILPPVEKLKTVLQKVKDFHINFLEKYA
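Inhibition is scored from Amplex Red fluorescence generated when pyruvate oxidase and HRP act on pyruvate released by GPT2. Reactions contain 10ng/uL enzyme, 250uM a-KG and 2mM L-alanine and run 30 min at room temperature.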
SNCA expr inh – SNCA gene expression inhibition. actives 0.17% (n = 140,000). Potency, µM (titrated, usually from 57.2 µM), inactives show at the highest dose activity change, negative = inhibition, most hits filed as inhibitors. HEK-293 SNCA-luciferase knock-in, luminescence, 24 h;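 further: potency means the concentration at half of the fitted maximal effect; plate controls were DMSO cells for no effect and cell-free wells for full effect; nearly all actives have a fitted effect of over 45% in size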
HEK293 tox – cytotoxic compounds in HEK 293 cells | actives 6.6% (n = 94,000) | HEK 293 viability, ATP luminescence (CellTiter-Glo), 48-72 h | AID 1345083 | Potency, µM (top dose mostly 115 µM), without a hit: at the top dose activity change, negative = cytotoxicity, hits mostly inhibitors; further: potency means the concentration at half of the fitted maximal effect; nearly all actives have a fitted effect of over 60% in size
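qHTS cytotoxicity; HEK 293, 250 cells/well; compound pinned; 48 or 72 hr, 37 degree Celsius, 5% CO2, 95% humidity; CellTiter-Glo, 10 min RT; luminescence (ATP).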
SNCA viab count – cell viability loss counter-screen; HEK-293-SNCA-luc viability, GF-AFC fluorescence, 24 h; Potency, µM (titrated, usually from 57.1 µM), inactives show at the top dose activity change, negative = cytotoxicity, hits mostly cytotoxic; actives 0.12% (n = 150,000);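 further: potency means the concentration at half of the fitted maximal effect; 0% = DMSO-treated cells and -100% = medium-only wells without cells; nearly all actives have a fitted effect of over 30% in size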
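Cytotoxicity counterscreen: after 24 h compound treatment of genome-edited SNCA-luciferase HEK-293 cells, live-cell protease substrate GF-AFC read by fluorescence after 30 min; activity scaled between DMSO (0%) and medium-only (-100%), curves Hill-fitted.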
IP6K1 inhibitor – blocks human inositol hexakisphosphate kinase 1. actives 0.81% (n = 140,000). Q92551. IP6K1 kinase, ADP-Glo luminescence, 2 h; active compounds read low. activity change, % (series mostly up to about 58 µM); in the data active means activity change below about -25%
Target sequence (Q92551 whole entry, looked up): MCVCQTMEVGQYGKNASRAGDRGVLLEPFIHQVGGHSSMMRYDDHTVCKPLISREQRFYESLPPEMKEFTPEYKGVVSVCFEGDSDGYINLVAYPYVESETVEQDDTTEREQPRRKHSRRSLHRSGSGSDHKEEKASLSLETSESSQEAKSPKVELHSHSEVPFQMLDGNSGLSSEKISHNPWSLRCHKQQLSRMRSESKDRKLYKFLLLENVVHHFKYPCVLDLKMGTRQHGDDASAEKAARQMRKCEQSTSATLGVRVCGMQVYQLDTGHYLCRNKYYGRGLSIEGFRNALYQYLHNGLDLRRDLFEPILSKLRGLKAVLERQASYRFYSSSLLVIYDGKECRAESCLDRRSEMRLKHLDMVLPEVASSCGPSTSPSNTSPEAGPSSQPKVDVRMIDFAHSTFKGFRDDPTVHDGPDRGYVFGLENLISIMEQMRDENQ
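ADP-Glo luminescence measures ADP made by human IP6K1 during a 2 h RT reaction with ATP/IP6 (mix at 1.3 mM/130 uM); top library doses 57.5 and 19.1 uM final.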
3T3 cytotox – cytotoxic compounds in NIH 3T3 cells; NIH 3T3 viability, CellTiter-Glo ATP luminescence, 48-72 h; Potency, µM (highest dose often 96.7 µM), for inactives: at the top dose activity change, negative = cytotoxicity, usual class: inhibitors; actives 4.3% (n = 94,000); further: potency means the concentration at half of the fitted maximal effect; nearly all actives have a fitted effect of over 55% in size
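NIH 3T3 cells at 400 cells/well received 23 nL of compound by pintool and were incubated 48 or 72 h at 37 °C. Viability was read as ATP-coupled CellTiter-Glo luminescence.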
FLuc inh – inhibitors of firefly (Photinus pyralis) luciferase; P08659; purified P. pyralis luciferase, luminescence, biochemical; Potency, µM (titrated, usually from 115 µM), for inactives: top-dose activity change, negative = inhibition, hits mostly inhibitors; actives 2.5% (n = 76,000); further: potency means the concentration at half of the fitted maximal effect; nearly all actives have a fitted effect of over 65% in size
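Luminescence read by CCD imager after adding enzyme (10nM final) to wells holding compound, titrated in qHTS. Substrates 10uM each D-luciferin and ATP; buffer 50mM Tris acetate pH 7.5, 10mM Mg acetate, Tween-20, BSA.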
* hit, by the source's call; i = inactive; ? = inconclusive; . = not tested or not shown; & = joins results of further samples; [ ] = remark or other dose. Unless noted, the call rests on the fitted dose curve; in most records, active means well fitted curve in the direction sought with a large enough effect; inconclusive means small, poorly fitted or top-dose-only effect, or another doubt; inactive means no such curve, though single readings can be large; an effect the other way counts as inactive or inconclusive. Unless noted, on the % scale 0 is the no-effect control and ±100 the full control effect. An excerpt. The share of hits here may be higher or lower than overall.

SMILES	GPT2 inh	SNCA expr inh	HEK293 tox	SNCA viab count	IP6K1 inhibitor	3T3 cytotox	FLuc inh
COc1ccc(C)cc1NC(=O)CN(c1ccccc1)S(=O)(=O)N(C)C	.	22%	.	6%	-4	.	.
COCCOC(=O)C1=C(C)NC(C)=C(C(=O)OC/C=C/c2ccccc2)C1c1cccc([N+](=O)[O-])c1 (stereo not given)	?	?	.	?	4	.	.
O=c1c2c(CO)c(-c3ccc(F)cc3)nn2ccn1Cc1ccc(Br)cc1	1%	1%	?	-10%	3	-27%	-4%
CN(C)C(=O)N1CCC(C(=O)N2CCC3(CC2)CC(=O)Nc2ccccc2O3)C1 (stereo not given)	i	7%	0%	2%	-5	i	.
Cc1ccccc1OCC(=O)Nc1ccc2oc(-c3ccc(F)cc3)nc2c1	.	26%	.	-1%	4	.	.
O=C([C@@H]1C[C@H](Oc2ccccc2)CN1C(=O)c1ccccn1)N1CCCC1	i	-7%	-21%	-9%	13	-10%	-4%
O=C(NCCN1CCCCC1)C1CN(S(=O)(=O)c2cccnc2)CC12CCCCC2 (stereo not given)	1%	5%	-4%	-5%	10	1%	0%
COc1ccc(-c2cn3c(n2)sc2cc(C(=O)NCC(C)c4ccccc4)ccc23)cc1 (stereo not given)	.	150%[activator]	.	8%	-8	.	.
COc1ccc(CNC(=O)[C@@H]2Cc3nc[nH]c3CN2Cc2ccc(CO)o2)cc1	4%[88.5 µM]	-31%[87.6 µM]	-7%[172 µM]	-2%[87.6 µM]	2	-17%[174 µM]	4%[172 µM]
COc1ccc(CCNC(=O)CSc2n[nH]c(-c3ccccc3Cl)n2)cc1OC	.	-5%	.	-14%	-4	.	.
CCNC(=O)N[C@H]1C[C@@H](Cc2cc(CC(C)C)on2)C1(C)C	i	-5%[87.6 µM]	?	?	-1	?	9%[172 µM]
O=[N+]([O-])c1cn2c(n1)OC[C@@H](OCc1ccc(OC(F)(F)F)cc1)C2	i	-15%	.	5%	.	.	.
COc1ccc(S(=O)(=O)N(CCc2ccccc2)CC(=O)Nc2cc(C)ccc2C)cc1	.	?	.	-28%	-14	.	.
Cc1noc(-c2ccc(OC3CN(C(=O)NC4CCCC4)C3)cc2)n1	i	-19%	?	-3%	-1	?	-5%
COc1ccc(CNC(=O)c2cccc(N3CCCS3(=O)=O)c2)cc1	.	-14%	.	4%	36	.	.
O=C(Nc1cc(-c2ccncc2)nn1-c1ccccc1)c1ccc(Cl)nc1	-2%	-9%	?	-29%	-11	?	.
COC1CN(c2cccc(F)c2)C12CCN(C(=O)CC1CCCCC1)CC2 (stereo not given)	i	-15%	45µM*	-7%	13	?	4%
C#CCCCn1cc(-c2cccc3c2N[C@H](C)CC(=O)N3)cn1	i	.	.	-9%	17	.	.
CCc1ccc(C2CC(=O)Nc3c2c(=O)nc2c(C)cccn32)cc1 (stereo not given)	.	12%	.	11%	1	.	.
CNC(=O)c1cccc(-c2cnc3[nH]cc(CC(=O)N4CCC(OC)CC4)c3c2)c1	i	14%[87.6 µM]	-24%[172 µM]	-17%[87.6 µM]	-6	89µM*	?
COCc1ncc(CN2CCC(c3[nH]ncc3-c3ccccc3C)CC2)cn1	i[11.5 µM]	-5%	i	-4%	42	1%	4%
CC(=O)c1ccc(NC(=O)CSc2nnc3ccc(-c4ccc(F)cc4)nn23)cc1	.	16%	.	9%	-7	.	.
O=C(NC1CCCCCC1)C1CCCN(Cc2cccc(-c3cccs3)c2)C1 (stereo not given)	.	.	?	.	9	?	.
Cn1nc(C2CC2)n(C2CCN(C(=O)CCCc3ccccc3)CC2)c1=O	3%	11%	-14%	10%	27	-27%	.
COc1ccccc1-c1cc(C(=O)Nc2ccc(Cl)cc2)c2cnn(C)c2n1	.	.	22µM*	.	-14	?	.
Following part
SMILES	GPT2 inh	SNCA expr inh	HEK293 tox	SNCA viab count	IP6K1 inhibitor	3T3 cytotox	FLuc inh
O=C(C1CCCC1)N1Cc2ccccc2CC2(CCN(Cc3ccccn3)C2)C1 (stereo not given)	-19%	-11%	?	-20%	-5	-17%	.
COCCNC(=O)Cn1c(=O)n(CCCCCC(=O)Nc2ccccc2)c(=O)c2sccc21	.	10%	.	-8%	13	.	.
CN(C)S(=O)(=O)N1CCC2(CCCN(Cc3ccc(F)c(F)c3)C2=O)C1 (stereo not given)	-8%	-22%	-14%	4%	-2	?	0%
COc1ccc(-c2noc(N3CCC(C(=O)Nc4ccc(F)cc4Cl)CC3)n2)cc1	.	?	.	-6%	4	.	.
O=C1CCN(C(=O)Cc2cccc(F)c2)CCOCCN1	i	10%	0%	6%	14	-10%	-3%
CSc1cccc(NC(=O)Cn2c3ncccc3c(=O)n2-c2ccc(C)cc2)c1	.	38%[activator]	.	-17%	2	.	.
O=C1CCCCC(C(=O)N2CCOCC2)N1 (stereo not given)	i	-6%	3%	7%	29	i	-1%
CCOc1ccc(CCn2c3c(c(=O)[nH]c2=O)C(NC(=O)c2cccc(F)c2)(C(F)(F)F)C(=O)N3)cc1OCC (stereo not given)	.	-19%	.	-3%	-7	.	.
COc1ccccc1-c1cc(C(=O)NCCSC)nn2cccc12	1%	7%	?	5%	-9	?	.
O=C(c1cccnc1)N1CCC2(CC1)COc1ccccc1NC2=O	2%	-1%	i	7%	16	-6%	-9%
COc1ccccc1-c1nc(-c2nnn3c2COC(c2ccc(C)cc2)C3)no1 (stereo not given)	i	2%	-7%	-1%	-6	-13%	0%
C=CCCOC(=O)N1C[C@@H](C(=O)OCC)[C@@H]2Oc3cc(OC)ccc3[C@@H]21	.	.	-18%	.	8	?	.
OC1(c2csc(CN3CCOCC3)n2)CCN(CC2CCCCC2)CC1	i	?	i	1%[87.6 µM]	6	-6%[174 µM]	4%[172 µM]
O=C(Nc1noc2ccccc12)c1c(F)cccc1F	.	?	.	2%	-31*	.	.
CCC(=O)N1CCC(Cc2ccc(C(N)=O)cc2)CC1	-2%	9%	2%	3%	-13	-7%	-2%
O=C(c1cncc(Br)c1)N1CCCC(Cc2nc(C3CCOCC3)no2)C1 (stereo not given)	-1%	5%	3%	-5%	2	-2%	-6%
O=C1NCCCCCN(C(=O)c2ccncc2)[C@H]2CCCC[C@@H]12	i	26%	-4%	0%	4	-3%	5%
CN1C(=O)C2(CCN(C(=O)c3ccn(C(C)(C)C)c3)CC2)c2ccccc21	-24%	-16%	?	-18%	36	-22%	-1%
COc1ccc(-c2cc3c(cn2)CN(Cc2cccnc2)CCN3)cc1OC	i	46%[activator][87.6 µM]	?	2%[87.6 µM]	-18	-27%[138 µM]	5.6µM*
COc1cccc(-c2ccc(NC(=O)C3CCCN(C(=O)Cn4cncn4)C3)cc2)c1 (stereo not given)	i	-17%	4%	1%	-3	-4%	-7%
c1cnc(N2CCC3(CCCN3Cc3ccc(-c4ccn[nH]4)s3)CC2)nc1	-19%	-5%	1%	-6%	-1	i	7%
Cc1ccc(CNC(=O)c2nc(-c3ccc(Cl)cc3)n3c2CCCCC3)cc1	.	?	.	-13%	-6	.	.
CC(C)COc1ccc(C(=O)N(Cc2cccc(F)c2)C2CCS(=O)(=O)C2)cc1 (stereo not given)	.	2%	.	4%	12	.	.
COc1cccc(NS(=O)(=O)c2ccc3[nH]cc(C(=O)NCCc4ccc(C)cc4)c(=O)c3c2)c1	.	-17%	.	7%	4	.	.
COc1ccc(C(=O)NC2CCN(c3cc(-c4cccs4)[nH]n3)CC2)cc1OC	-2%	-3%	?	7%	22	?	1%

Single values from the entries so far:
IP6K1 inhibitor with C=CCCOC(=O)N1C[C@@H](C(=O)OCC)[C@@H]2Oc3cc(OC)ccc3[C@@H]21 reads 8
SNCA viab count with O=C1NCCCCCN(C(=O)c2ccncc2)[C@H]2CCCC[C@@H]12 reads 0%
SNCA viab count with COc1ccccc1-c1cc(C(=O)NCCSC)nn2cccc12 reads 5%
SNCA viab count with CSc1cccc(NC(=O)Cn2c3ncccc3c(=O)n2-c2ccc(C)cc2)c1 reads -17%
3T3 cytotox with O=C(C1CCCC1)N1Cc2ccccc2CC2(CCN(Cc3ccccn3)C2)C1 (stereo not given) reads -17%
SNCA viab count with COc1ccc(-c2noc(N3CCC(C(=O)Nc4ccc(F)cc4Cl)CC3)n2)cc1 reads -6%

The main list resumes; the 3 compounds before the break are reprinted first.
SMILES	GPT2 inh	SNCA expr inh	HEK293 tox	SNCA viab count	IP6K1 inhibitor	3T3 cytotox	FLuc inh
CC(C)COc1ccc(C(=O)N(Cc2cccc(F)c2)C2CCS(=O)(=O)C2)cc1 (stereo not given)	.	2%	.	4%	12	.	.
COc1cccc(NS(=O)(=O)c2ccc3[nH]cc(C(=O)NCCc4ccc(C)cc4)c(=O)c3c2)c1	.	-17%	.	7%	4	.	.
COc1ccc(C(=O)NC2CCN(c3cc(-c4cccs4)[nH]n3)CC2)cc1OC	-2%	-3%	?	7%	22	?	1%
CC(=O)O[C@H]1C(=O)[C@@]2(C)C([C@H](OC(=O)c3ccccc3)[C@]3(O)C[C@H](OC(=O)[C@H](O)[C@@H](NC(=O)c4ccccc4)c4ccccc4)C(C)=C1C3(C)C)[C@]1(OC(C)=O)CO[C@@H]1C[C@@H]2O (stereo not given in full)	i	-29%&-20%	.	?	-6	.	.
Cc1ncoc1C(=O)N1CCCN(S(C)(=O)=O)C(c2ccccc2)CC(=O)NCC1 (stereo not given)	i	-20%	-1%	3%	7	-16%	6%
O=C(c1ccc2c(c1)N(Cc1ccc(Cl)cc1)C(=O)c1ccccc1S2=O)N1CCN(c2ccccc2F)CC1 (stereo not given)	.	?	.	-4%	1	.	.
C[C@@H]1O[C@@H](OC(=O)Cc2ccccc2)[C@H](O)[C@H](O)[C@H]1O	i	.	.	6%	-9	.	.
Cc1ccccc1C(=O)N1CCCC1C(=O)N1CCC(N2Cc3ccccc3C2=O)CC1 (stereo not given)	4%	16%	0%	-17%	-18	5%	.
COc1ccc(NC(=O)Cn2nc3c(cc2=O)CCCCC3)cn1	i	-20%	9%	-15%	6	i	3%
CCOc1ccccc1NC(=O)c1c(NC(=O)Cc2ccc(OC)cc2)sc2c1CCC2	.	76%[activator]	.	?	-23	.	.
CCN(C(=O)c1cn(CC)c(=O)c2cc(OC)c(OC)cc12)c1ccccc1F	.	-5%	.	7%	-8	.	.
